Screening results: PubChem, several laboratories
MT stabilize HCS: microtubule stabilization, imaging screen | HeLa tubulin immunostaining HCS, 24 h; share of cells brighter than vehicle mean+2SD | % tubulin-high responders, % at 10 µM | 0.83% of 200,000 active;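 active = plate Z-score above 3 for both tubulin-high and condensed-nucleus cell shares, with cell loss under 80%, at 10 µM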;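 also: anti alpha tubulin signal scored within the nucleus-defined area of each cell; some results filed as inactive read as strong as hits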
Autophagy mod: autophagy modulation, high-content screen | MEF GFP-LC3 puncta imaging; test concentration mostly 10 µM | calls only at 10 µM (by protocol) | 0.98% of 190,000 active | AID 463193;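 active = percentage of spot-positive cells more than 3 SD above its plate mean, without a fluorescence outlier flag or 80% toxicity; inconclusive = no clear call, values can overlap the other calls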;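 also: spot-positive cell cutoff set from DMSO-treated cells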
Insulin prom up: MIN6 insulin promoter up-regulation. MIN6 insulin promoter-GFP reporter, high-content imaging; hits give high values. z-score at 5 µM. 0.3% of 190,000 active. AID 1625;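 active = z-score above 3 at 5 µM with at least 500 cells counted in the well; inconclusive = wells under 500 cells, flagged as cytotoxic or low count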
Dynein cargo inh: blocks dynein driven cargo transport along microtubules; 3617.4 mouse cells, GR-EGFP nuclear translocation imaging; test concentration mostly 20 µM; stimulated with dexamethasone, 1 µM; hits give low values; z-score, hits read low; 0.47% of 220,000 active;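 active = plate z-score of nuclear minus cytoplasmic receptor signal below a set negative limit, without overly bright fluorescence or cell loss, cut at about -3.5 in these data, passing the limit was not always enough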;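 also: z-score of nuclear minus cytoplasmic ring GR-EGFP intensity difference per well; some compounds called inactive have numbers as strong as hits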
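Medium: Induction medium lacking tetracycline, stripped serum | Probe or stimulus: 1.0 µM final dexamethasone stimulus | Schedule: 48 h induction, then 1 h compound, then 30 min agonist, 37 °C | Signal: Automated 10x imaging of fixed Hoechst-stained cells | Evaluation: Per-cell GR-EGFP intensity, nucleus versus surrounding cytoplasmic ring, well-averaged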
ER stress rescue: protection against thapsigargin-triggered cell killing – 384-well, CSM14.1, ATP luminescence, primary screen (AID 1222); CSM14.1 thapsigargin-induced death rescue, ATP luminescence; higher % means a stronger effect; cellular ATP content (survival), % at 20 µM, or EC50 in µM where a hit was titrated; 190,000 tested, under 10 active;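 active = EC50 below 50 µM in the dose-response confirmation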;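 also: death triggered by thapsigargin at about 15 µM added after 2 h compound pretreatment; cell ATP read after overnight thapsigargin exposure of roughly 18 to 22 hours; normalized against plate controls of thapsigargin alone and 5% DMSO vehicle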
WT yeast gro inh: growth inhibition of WT yeast, mitochondrial fusion screen; mitochondrial fusion phenotypic screen, WT strain; inhibition, % at 10 µM; 2.1% of 190,000 active; AID 1362; in the data active = inhibition above about 58%; tested in S. cerevisiae
XIAP displacement: XIAP antagonists, biochemical, IAP family, fluorescence polarization (AID 1018) | displacement, % at 20 µM; hits with a dose series show IC50 in µM | 0.007% of 200,000 active | XIAP BIR domain, fluorescence polarization peptide displacement; higher % means a stronger effect; in the data active = displacement above about 50%; also: a part of the inactive calls stands beside numbers as strong as those of hits
Lipid droplet: hepatic lipid droplet formation modulation | inhibition, % at 6.5 µM | 0.4% of 240,000 active | AML12 mouse hepatocytes, oleate lipid droplets, BODIPY imaging;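 active = lipid droplet intensity inhibited by at least 50%, with more than 500 cells counted; inconclusive = wells with under 300 cells, treated as cytotoxic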
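Assay system: AML12 mouse liver cells | Compound: 6.5 µM single-point dosing | Schedule: Overnight exposure | Technique: Fluorescence imaging, 20x objective, two fields per well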
bCat nuc transl: modulators of beta-catenin nuclear translocation; HeLa beta-catenin nuclear translocation, immunofluorescence imaging; nuclear translocation activity, % at 5 µM; 0.3% of 190,000 active; AID 1665;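 active = nuclear translocation activity above 50% at 5 µM, with a well cell count of 50 or more; inconclusive = wells under 50 cells across six images, flagged as toxic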;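 also: per-cell ratio of nuclear to cytoplasmic median beta-catenin stain intensity; plate controls were DMSO negative control for no effect and GSK-3 inhibitor IX positive control for full effect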
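assay system = human HeLa cells, endogenous beta-catenin | times = compound treatment 24 h, 37°C, 5% CO2 | detection = Anti-beta-catenin immunofluorescence on PFA-fixed, Triton-permeabilized cells, DAPI nuclei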
WT yeast gro inh mutant strain: also measured in WT yeast gro inh; calls as there; inhibition, %; mitochondrial fusion phenotypic screen, mutant strain inhibition
Dynein cargo inh cytoplasmic EGFP: recorded beside Dynein cargo inh, whose call it bears; z-score; measured here: cytoplasmic GR-EGFP intensity; hits give high values
Dynein cargo inh nuclear GR-EGFP: recorded beside Dynein cargo inh, whose call it bears; z-score; measured here: nuclear GR-EGFP intensity;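 lower value marks the stronger effect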
Dynein cargo inh cell count: recorded beside Dynein cargo inh, whose call it bears; z-score; measured here: cell count per field
Insulin prom up cell count: also measured in Insulin prom up; calls as there; cell count; measured here: cytotoxicity, nuclei count;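 total cells summed across four imaged fields per well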
Lipid droplet cells 6.5 µM: also measured in Lipid droplet; calls as there; cell count; measured here: cell count, cytotoxicity flag;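 cells counted across two imaged fields per well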
bCat nuc transl cell count 5 µM: also measured in bCat nuc transl; calls as there; cell count; measured here: cell count, cytotoxicity flag
MT stabilize HCS Hoechst-high %: also measured in MT stabilize HCS; calls as there; % Hoechst-high responders; measured here: nuclear condensation Hoechst responders;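 share of cells brighter than vehicle mean plus two SD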
MT stabilize HCS cytotoxicity %: also measured in MT stabilize HCS; calls as there; toxicity, %; measured here: cytotoxicity by cell density;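 0% = mean cell density of plate MIN control wells and 100% = no cells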
Autophagy mod cell loss 18 h: second read-out of Autophagy mod, no call of its own (marks repeat the call); toxicity, %; measured here: cell loss, nuclei count;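 cell loss after 18 h compound exposure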
* = called active by the depositor; i = inactive; ? = inconclusive; nt = no result given.

Structure	MT stabilize HCS	MT stabilize HCS Hoechst-high %	MT stabilize HCS cytotoxicity %	Autophagy mod	Autophagy mod cell loss 18 h	Insulin prom up	Insulin prom up cell count	Dynein cargo inh	Dynein cargo inh cytoplasmic EGFP	Dynein cargo inh nuclear GR-EGFP	Dynein cargo inh cell count	ER stress rescue	WT yeast gro inh	WT yeast gro inh mutant strain	XIAP displacement	Lipid droplet	Lipid droplet cells 6.5 µM	bCat nuc transl	bCat nuc transl cell count 5 µM
COC(=O)C1C(=O)C2=C(CC1C)NC(C)=C(C(=O)OCCOc1ccccc1)C2c1ccc(C)o1 (stereo not drawn)	2.6	2.3	1.9	i	-9	-0.95	721	1.3	-0.17	0.77	0.023	3.4%	0	2	-16%	-11	769	-0.9	1159
COCCNC(=O)C(=O)N/N=C/c1ccc(C(=O)OC)cc1	1.8	0.8	5.0	i	9	0.45	1434	-0.49	-0.15	-0.035	0.75	0.7%	5	15	3.9%	12	657	-0.7	1532
O=C(COC(=O)CNS(=O)(=O)/C=C/c1ccccc1)Nc1cccc2ccccc12	2.3	2.7	2.7	i	7	nt	nt	-0.58	-0.22	-0.5	0.76	1.2%	-32	1	-5.7%	-1	704	0.2	1477
NNC(=O)CCCCCCCCCCOCCCCO	nt	nt	nt	nt	nt	0.62	1025	0.97	-0.25	0.36	-0.49	nt	nt	nt	nt	-1	666	-0.8	1334
COc1nc(-c2ccc(Cl)cc2)ccc1-c1noc(-c2ccco2)n1	0.6	0.5	6.2	i	4	0.03	885	0.52	-0.22	0.66	-0.23	-2.0%	14	22	-11%	11	760	3.1	1060
CC(=O)Nc1c([N+](=O)[O-])cc(C)c(Cl)c1[N+](=O)[O-]	5.2	2.3	5.8	i	-9	-1	1257	-5.8*	0.8*	-2.3*	-0.49*	nt	-12	4	0.8%	23	699	-3.1	1085
COc1ccc(NC(=O)CSc2nc(C)cc(C)n2)cc1	2.0	1.5	9.2	i	-4	-0.92	937	1.5	-0.2	0.68	-0.0076	2.2%	-11	-13	-3.3%	26	822	-3.6	1218
O=C1C2C(C(=O)N1CCc1ccccc1)C1C=CC2C12CC2 (stereo not drawn)	1.6	1.2	3.2	i	-13	-0.43	803	-0.31	-0.083	0.15	0.81	2.2%	-13	-2	-8.1%	-3	743	-5.4	1160
Cc1cc(C(=O)CN2C(=O)NC3(CCCCC3)C2=O)c(C)n1Cc1ccco1	4.1	3.0	7.8	i	-8	-0.07	1142	-0.59	-0.35	0.16	0.44	1.7%	-6	10	-5.1%	-21	677	-2.4	1083
CC(C)CC(=O)OCc1cn(-c2ccccc2)nn1	1.1	1.7	2.8	i	-3	-0.41	1450	0.17	0.017	-0.08	0.14	-0.9%	2	0	-4.6%	nt	nt	0.0	1389
Nc1cc([N+](=O)[O-])ccc1Nc1ccc(O)cc1	nt	nt	nt	nt	nt	-0.81	932	-0.77	-0.27	0.041	-0.38	nt	nt	nt	nt	-7	691	-0.3	1342
O=S(=O)(NCc1ccc(F)cc1)c1cccc(S(=O)(=O)N2CCOCC2)c1	1.1	1.7	8.8	i	30	nt	nt	-0.5	-0.054	0.029	0.89	-0.1%	0	-6	-1.1%	5	829	-3.1	1146
CCOC(=O)c1cc2ccc(OC(=O)c3ccco3)cc2oc1=O	13	34	96	i	-1	0.37	1257	0.032	-0.28	0.46	0.88	-2.4%	8	4	-1.2%	0	702	nt	nt
CN1CCN(C2=Cc3ccccc3Sc3cc(F)c(Cl)cc32)CC1	5.5	1.8	4.7	i	-4	nt	nt	0.28	-0.16	0.057	-1.2	-1.4%	98*	97*	-2.2%	-12	590	nt	nt
CC1(C(=O)NCC2CCCO2)Oc2cccnc2NC1=O (stereo not drawn)	4.4	1.8	5.2	i	-11	-0.91	1492	-0.19	-0.29	-0.14	0.47	-1.7%	8	5	-4.6%	2	710	1.5	898
CCCCCCCCNC(=O)c1cccnc1SCC(=O)Nc1ccc(OC)cc1OC	2.3	1.7	6.8	i	15	0.32	1321	0.7	-0.23	0.85	-1.7	-2.2%	28	-3	-2.4%	6	579	-2.9	1064
NS(=O)(=O)c1ccc(CCN=C(NS(=O)(=O)c2cccs2)c2ccccc2)cc1	3.8	2.1	6.5	i	13	-0.42	1216	0.027	-0.33	0.24	0.69	0.8%	-10	10	-5.4%	5	723	-0.6	1118
CC(C)(O)C(O)COc1c2ccoc2cc2oc(=O)ccc12 (stereo not drawn)	3.3	2.1	7.1	i	-22	0.01	1343	-0.85	-0.24	-0.26	0.36	-0.7%	-12	-1	-2.0%	-4	657	-0.2	1039
Cc1ccc2c(c1)c1c(n2CC(O)Cn2nc(C)c(Br)c2C)C(=O)CCC1 (stereo not drawn)	22	9.6	98	i	-7	0.21	884	2.4	-0.12	1.6	-1.1	nt	7	2	2.3%	-3	677	nt	nt
O=[N+]([O-])c1ccc2c(c1)CNc1ccccc1O2	3.9	3.0	4.6	i	3	0.34	1031	-0.47	-0.33	-0.017	-0.28	-1.6%	-21	4	-3.0%	6	694	2.4	976
CC(C)CN1CCN(Cc2cnc(-c3ccc(Cl)cc3)nc2)CC1CCO (stereo not drawn)	1.0	1.1	4.7	i	6	nt	nt	-0.65	0.96	0.096	0.59	2.4%	5	16	-6.3%	22	711	0.5	1472
Cc1ccc2c(c1)cc(CN(Cc1ccc3c(c1)OCO3)C(=O)c1ccccc1)c1nnnn12	3.0	1.4	5.2	i	-3	-0.1	1487	1	-0.16	-0.061	-0.14	6.4%	8	1	-9.2%	nt	nt	-3.2	1443
Cc1nc(-c2ccc(S(=O)(=O)N3CCN(CCc4ccccc4)CC3)s2)cs1	nt	nt	nt	nt	nt	-0.47	1143	-0.24	-0.16	-0.065	0.6	nt	nt	nt	nt	-4	652	-0.3	1320
CCN1CCN(C(=O)CCc2ccc(S(=O)(=O)NCCc3ccccc3)cc2)CC1	3.1	2.9	7.8	i	-8	nt	nt	-0.41	-0.21	-0.26	-0.21	-1.4%	-5	-1	-5.0%	-4	718	-2.1	1214
O=S(=O)(c1ccccc1)N1CCN(S(=O)(=O)c2ccccc2)C1	2.8	1.1	21	i	1	-0.19	1118	0.0086	-0.26	0.36	1.6	-1.0%	2	0	-1.7%	nt	nt	-2.0	1125
O=C(Nc1nc(-c2ccccn2)cs1)c1ccc(S(=O)(=O)N2CCCCC2)cc1	nt	nt	nt	nt	nt	?	nt	-0.95	-0.29	-0.08	0.25	nt	nt	nt	nt	-20	644	1.1	1307
O=C(COc1ccc(Br)cc1)NCc1cn2ccccc2n1	nt	nt	nt	nt	nt	0.35	1215	-0.27	-0.28	0.71	-0.095	nt	nt	nt	nt	9	697	-0.6	1297
CN(C)S(=O)(=O)n1cnc2ccccc21	2.5	2.0	19	i	1	-0.19	1229	0.92	-0.26	0.61	0.45	-2.6%	0	10	-0.1%	14	704	nt	nt
Cc1cc(C(=O)N2CCc3c([nH]c4ccccc34)C2c2c(F)cccc2Cl)no1 (stereo not drawn)	2.3	1.7	9.2	i	12	-2.6	1418	0.86	-0.24	0.34	0.38	6.1%	7	19	-4.7%	-15	761	-1.6	1022
CCc1ccc(OCC(=O)N2CCN(c3ccccc3F)CC2)cc1	1.0	2.0	13	i	-34	0.19	1171	0.054	-0.25	0.12	0.12	0.0%	10	7	1.2%	2	778	1.5	1103
Cn1nnnc1SCC(=O)N1CCc2ccccc21	nt	nt	nt	nt	nt	0.1	1035	-0.38	-0.2	0.16	1.4	nt	nt	nt	nt	10	704	-1.0	1381
OCC1(Cc2ccc(Cl)cc2)CCN(Cc2ccccc2F)CC1	3.1	1.2	3.5	i	18	0.02	1520	-0.031	-0.26	-0.21	-0.08	-1.0%	12	10	4.7%	-9	753	-0.2	909
CCCCN=C(Nc1ccc(Cl)cc1)c1cccnc1	1.4	1.8	9.9	i	2	0.51	2169	-0.97	-0.23	-0.37	0.52	-1.5%	-14	12	-5.9%	7	708	-3.4	1087
Cc1c(NC(=O)CSc2nnnn2-c2ccc(O)cc2)c(=O)n(-c2ccccc2)n1C	2.8	2.5	6.7	i	1	nt	nt	-1.3	-0.24	-0.48	0.53	-0.8%	-5	-3	-5.0%	10	807	nt	nt
CN(C)c1ccc(N2C(=O)CC(c3ccccc3)CC2=O)cc1	nt	nt	nt	nt	nt	0.36	1095	-0.18	-0.28	-0.062	0.69	nt	nt	nt	nt	15	744	-1.9	1315
CCC(C)[C@H](NC(=O)NCc1cccc(OC)c1)C(=O)OC (stereo partly drawn)	6.1	1.6	8.2	i	3	nt	nt	-0.24	-0.21	-0.13	0.31	-1.6%	5	-13	-3.0%	nt	nt	1.8	730
CCCOc1cccc(C(=O)Nc2nnn(CCC)n2)c1	4.2	3.2	2.2	i	4	0.16	926	-0.84	-0.15	-0.18	-0.22	-0.8%	-6	16	-3.8%	nt	nt	0.3	1116
Cc1oc(-c2ccc(Cl)cc2)nc1CS(=O)CC(=O)NCCN1CCCC1 (stereo not drawn)	4.1	3.2	4.7	i	7	0.23	878	-0.84	-0.18	-0.33	0.3	1.3%	-7	5	-5.0%	nt	nt	nt	nt
